PHOSPHO1 inh – PubChem AID 1565; recombinant PHOSPHO1, absorbance phosphatase assay; hit rate 1.1% among 290,000; Phosphoethanolamine/phosphocholine phosphatase (Homo sapiens), Q8TCT1; inhibition, % at 13.3 µM; in the data active means inhibition above about 60%
Target sequence (Q8TCT1 whole entry, looked up): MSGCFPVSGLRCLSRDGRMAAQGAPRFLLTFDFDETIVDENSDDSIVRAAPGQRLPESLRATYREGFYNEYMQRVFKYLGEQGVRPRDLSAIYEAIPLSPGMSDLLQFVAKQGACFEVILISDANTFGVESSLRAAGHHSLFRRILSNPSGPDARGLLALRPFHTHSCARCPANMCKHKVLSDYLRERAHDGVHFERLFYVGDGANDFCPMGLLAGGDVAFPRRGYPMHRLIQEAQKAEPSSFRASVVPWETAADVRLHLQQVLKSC
MEKK2wt PB1 HTS – modulators of MEK5 binding to wildtype MEKK2, primary screen, biochemical, multiplex bead flow cytometry, Alexa488-MEK5; Alexa488-MEK5 binding to MEKK2 WT; actives lie on both sides; binding response (% of control), % at 10 µM; hit rate 1.1% among 290,000; AID 1531, 2009; in the data active means binding response below about 67% or above about 130%; inconclusive means no clear call, values can overlap the other calls; inactive means in between
MEKK2 mut-MEK5 – MEK5 binding signal on mutant MEKK2 PB1, primary screen, biochemical, multiplex bead flow cytometry, Alexa488-MEK5; hit rate 0.35% among 290,000; percent response, % at 10 µM; Alexa488-MEK5 binding to MEKK2 mutant; AID 1530, 2009; in the data active means percent response above about 24%, passing the limit was not always enough; further: inactives centre near 1; some results filed as inactive read as strong as hits; reference of the scale not given here
OXTR agonist – human OXTR agonists, primary screen, fluorescence, CHO-OTR cells, Fluo-8 calcium. Oxytocin receptor (Homo sapiens), P30559. Fluo-8 calcium fluorescence; normalized: DMSO 0%, oxytocin 100%. activation, % at 3 µM. hit rate 0.32% among 320,000;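 active means activation above the mean of all tested compounds plus 3 SD, cutoff set per screening run, cut at about 20% in these data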;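 further: peak over basal fluorescence ratio from a 100 s FLIPR kinetic read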
MEKK3 PB1 HTS – modulators of MEKK3-MEK5 PB1 binding, primary screen, biochemical, wildtype MEKK3, multiplex bead flow cytometry, Alexa488-MEK5; Mitogen-activated protein kinase kinase kinase 3 (Homo sapiens), Q99759; hit rate 1.4% among 290,000; bead-based flow cytometry, Alexa488-MEK5 binding to MEKK3; actives lie on both sides; 0 = blocked by unlabeled MEK5, 100 = vehicle; binding response (% of control), % at 10 µM; AID 1529, 2009;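 active means binding response more than 3 SD above or below the average of its plate-row segment, actives on both sides; inconclusive means wells at one plate position flagged as instrument error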;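 further: Alexa488 bead fluorescence after subtracting the streptavidin-only scavenger bead signal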
Target sequence (Q99759 whole entry, looked up): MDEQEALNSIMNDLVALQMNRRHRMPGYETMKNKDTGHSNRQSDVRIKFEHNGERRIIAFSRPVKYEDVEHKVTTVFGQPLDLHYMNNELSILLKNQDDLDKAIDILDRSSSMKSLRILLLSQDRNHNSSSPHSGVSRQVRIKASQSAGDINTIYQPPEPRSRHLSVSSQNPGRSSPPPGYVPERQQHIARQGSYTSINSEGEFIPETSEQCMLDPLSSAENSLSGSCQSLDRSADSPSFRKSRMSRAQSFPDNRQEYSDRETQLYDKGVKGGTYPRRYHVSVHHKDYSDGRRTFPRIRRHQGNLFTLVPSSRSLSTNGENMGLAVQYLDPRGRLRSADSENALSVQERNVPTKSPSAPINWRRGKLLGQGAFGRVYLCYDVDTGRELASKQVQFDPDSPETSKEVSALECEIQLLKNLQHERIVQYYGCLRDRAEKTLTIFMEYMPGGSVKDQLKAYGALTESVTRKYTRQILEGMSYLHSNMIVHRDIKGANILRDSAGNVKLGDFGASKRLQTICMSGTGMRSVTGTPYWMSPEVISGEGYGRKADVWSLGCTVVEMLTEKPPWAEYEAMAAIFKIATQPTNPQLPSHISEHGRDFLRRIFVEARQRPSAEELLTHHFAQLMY
PfM18AAP inh – PfM18AAP inhibitors, malaria aminopeptidase, primary screen, biochemical, QFRET, recombinant enzyme. M18 aspartyl aminopeptidase (Plasmodium falciparum 3D7). H-Glu-NHMec fluorogenic cleavage. inhibition, % at 7.35 µM. hit rate 1.2% among 290,000;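 active means inhibition above the campaign mean inhibition over all tested compounds plus 3 SD, cut at about 28% in these data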;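 further: 0% = plate median of test compound wells and 100% = 2 mM ZnCl2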
DNA FID counter – compounds displacing fluorescent DNA intercalator, primary screen, artefact control for HCV NS3 helicase inhibitor project, biochemical, FID fluorescence; DNA fluorescent intercalator displacement; hit rate 0.17% among 290,000; inhibition, % at 7.9 µM; in the data active means inhibition above about 37%;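 further: 0% = vehicle and 100% = reference compound; higher means more ethidium bromide displaced from hairpin DNA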
NALP1 inh – NALP1 inflammasome inhibitors in reconstituted yeast, colorimetric, S. cerevisiae, triplicate retest; hit rate 0.61% among 280,000; inhibition, % at 10 µM; S. cerevisiae NALP1/ASC/caspase-1 growth, X-gal OD620, 72 h; AID 2071, 2009; in the data active means inhibition mostly above about 24%, no sharp cut-off; inactive means mostly below about 32%; further: some compounds called inactive have numbers as strong as hits
GPR7 antag – GPR7 receptor antagonists, primary screen, cell-based, fluorescence, single concentration. AID 1861, 2009. Neuropeptides B/W receptor type 1 (Homo sapiens), P48145. inhibition, % at 4.4 µM. GPR7-expressing cells, fluorescence antagonist assay. hit rate 1.1% among 290,000; in the data active means inhibition above about 16%, passing the limit was not always enough;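 further: cells stimulated with the agonist NPW; 0% = agonist with vehicle and 100% = vehicle without agonist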
Active calls of the source: *; ? = inconclusive; nt = not tested or not shown.

SMILES	PHOSPHO1 inh	MEKK2wt PB1 HTS	MEKK2 mut-MEK5	OXTR agonist	MEKK3 PB1 HTS	PfM18AAP inh	DNA FID counter	NALP1 inh	GPR7 antag
COc1ccccc1NC(=O)c1c([N+](=O)[O-])c(C(C)(C)C)nn1C	0	99	-8	-2.7	97	-3	-4	-1	-14
CN(C)CCCNC(=O)c1ccc(/C=N/O)nc1	12	83	-13	nt	91	-2	-3	-21	-14
CC(C)C[C@H](NC(=O)c1nc[nH]c1C(=O)NCCCCCNC(=O)OC(C)(C)C)C(=O)OCc1ccccc1	-8	108	6	1.8	109	3	-44	8	-28
O=C(COc1ccc(S(=O)(=O)NC2CCCC2)cc1)NCC1CCCO1 (stereo not given)	-1	98	-6	0.7	98	3	-1	3	-5
Cc1ccccc1-n1nnnc1SC(C)C(=O)Nc1ccc(N2CCN(C)CC2)cc1 (stereo not given)	12	115	1	2.9	98	-2	21	14	2
O=C(Nc1ccc2c(c1)OCCO2)C1CCN(S(=O)(=O)c2cccc3nsnc23)CC1	3	99	0	3.5	97	-4	-1	4	3
Cc1ccc(C(=O)Nc2ccccc2Cl)cc1	-3	102	6	-1.9	104	0	-1	3	27
Cc1c(C(=O)O)cnc2c([N+](=O)[O-])cnn12	38	97	-6	0.0	104	-9	-1	-1	-17
NC(=O)CC(NC(=O)Cc1ccc(Br)cc1)c1ccc(NC2CC3CCC2C3)c([N+](=O)[O-])c1 (stereo not given)	-13	99	-7	1.6	103	-3	-15	-1	-14
CCc1ccc(NC(=O)c2c(Cl)nc(C)c(Cl)c2C)cc1	-1	105	-1	-2.0	107	4	-2	3	-5
O=C(O)CSc1nc2ccccc2c(=O)[nH]1	19	104	3	0.0	103	13	3	18	3
Cc1ccc(S(=O)(=O)Oc2ccc(C)cc2/C=N/N=C2\NC(=O)C(C)S2)cc1 (stereo not given)	6	95	-7	-2.0	90	-2	-6	7	-5
COc1cc(-n2c(=O)c3ccccc3n(CC(=O)c3ccc(Br)cc3)c2=O)cc(OC)c1OC	0	101	0	0.1	100	-1	-1	10	-21
COc1cc(C(=O)NCCN2CCN(C(=O)c3cc(OC)c(OC)c(OC)c3)CC2)cc(OC)c1OC	57	100	0	-0.5	100	3	-33	7	-1
CCOc1cc2[nH]c(=O)n(Cc3cccc(OC)c3)c(=O)c2cc1OCC	26	96	-2	-0.6	98	-2	-4	13	0

Reformatted with two lines to a compound: part of the list above
Fields: PHOSPHO1 inh | MEKK2wt PB1 HTS | MEKK2 mut-MEK5 | OXTR agonist | MEKK3 PB1 HTS | PfM18AAP inh | DNA FID counter | NALP1 inh | GPR7 antag
- O=C(Nc1ccc2c(c1)OCCO2)C1CCN(S(=O)(=O)c2cccc3nsnc23)CC1
  3 | 99 | 0 | 3.5 | 97 | -4 | -1 | 4 | 3
- Cc1ccccc1-n1nnnc1SC(C)C(=O)Nc1ccc(N2CCN(C)CC2)cc1 (stereo not given)
  12 | 115 | 1 | 2.9 | 98 | -2 | 21 | 14 | 2
- COc1cc(-n2c(=O)c3ccccc3n(CC(=O)c3ccc(Br)cc3)c2=O)cc(OC)c1OC
  0 | 101 | 0 | 0.1 | 100 | -1 | -1 | 10 | -21
- CN(C)CCCNC(=O)c1ccc(/C=N/O)nc1
  12 | 83 | -13 | nt | 91 | -2 | -3 | -21 | -14

Next results follow:
SMILES	PHOSPHO1 inh	MEKK2wt PB1 HTS	MEKK2 mut-MEK5	OXTR agonist	MEKK3 PB1 HTS	PfM18AAP inh	DNA FID counter	NALP1 inh	GPR7 antag
CCOC(=O)c1ccc(N/C=C/C(=O)c2ccco2)cc1	20	107	4	-0.2	102	-6	-7	8	-3
Cc1nc(SCC(=O)Nc2ccc3c(c2)OCCO3)nc(C)c1C	27	93	-4	1.0	99	0	-15	-11	-17
O=C(Nc1ccc(Cl)cc1)Nc1ccc(-c2cnco2)cc1	45	105	10	14	105	-1	-2	-2	-3
CCc1nnc(NS(=O)(=O)c2ccc(NC(=O)c3cc(Cl)ccc3Cl)cc2)s1	8	82	-14	0.8	84	-1	-32	39*	-6
COC(=O)C1=C2c3[nH]c4ccccc4c3CCN2C(=O)CC1	nt	108	2	-1.2	108	nt	nt	nt	nt
Cc1cccc(C(=O)N2CCC(=O)N(C(COCc3cccc(Cl)c3)Cc3ccccc3)CC2)c1 (stereo not given)	-11	95	-6	-1.6	96	2	-31	15	8
CCOC(=O)c1ccc(NC(=O)CCNC(=O)c2ccc([N+](=O)[O-])cc2)cc1	-9	92	3	-1.3	90	2	26	nt	-6
COc1cc(OC)c(OC)cc1CNc1cc(C)ccc1OC	17	93	-4	-1.1	93	6	-13	12	2
COc1cc(/C=C/C(=O)O)cc(S(=O)(=O)N2CCc3ccccc3C2)c1OC	53	104	0	-0.2	105	10	-27	13	-11
CCOC(=O)N1CCC(=NNc2ncc(C(F)(F)F)cc2Cl)CC1	-10	113	-1	-3.0	123	12	2	13	-10
O=C(Nc1ncc2c(n1)-c1ccccc1CC2)c1cccs1	20	101	1	-2.2	109	5	-16	17	-11
O=C(COC(=O)C1CCC1)Nc1ccc(OC(F)F)cc1	-47	nt	nt	-1.0	nt	-5	1	16	-2
Cn1c(=O)n(C)c2cc(/C=N/NC(=S)NCc3ccccc3)ccc21	-7	101	5	-0.2	106	12	-20	8	-5
C=CCNC(=O)c1ccccc1NS(=O)(=O)c1ccccc1	-17	104	4	0.6	103	-10	1	-7	-8
COc1ccc(CCC(=O)Nc2ccc3c(c2)OCO3)cc1OC	15	101	-7	0.9	101	-5	-5	29	-6
CC1(C)C(c2cccs2)=[N+]([O-])C2(CCCCC/C2=N\O)N1O (stereo not given)	-3	78	-7	0.0	78	-13	-6	36	-19
COc1ccccc1N1CCN(Cc2nnnn2CCc2ccccc2)CC1	0	105	3	3.4	101	-1	-30	0	-1
Cc1sc(N)nc1-c1cccs1	3	103	3	-0.7	100	0	0	3	-16
Cc1ccc2c(c1)NC(=O)C(CC(=O)NCc1cccnc1)O2 (stereo not given)	15	101	1	-0.4	95	7	-1	-33	0
Cc1ccccc1OCc1nnc2c3cnn(C)c3ncn12	-22	nt	nt	0.2	nt	-9	3	22	4
Cn1c(N)c(C(=O)c2cc(-c3ccncc3)nc3ccccc23)c(=O)n(C)c1=O	27	92	-12	0.8	96	1	10	17	-5
CCOc1cc2nc(-c3ccc(OC)c(OC)c3)nc(N3CC(C)OC(C)C3)c2cc1OC (stereo not given)	-5	nt	nt	3.1	nt	-6	-6	6	-18
CCOC(=O)CCC(=O)Nc1ccc(S(=O)(=O)N2CCCC2)cc1	14	?	-36	0.1	?	8	-8	38	-10
CCOc1ccc(S(=O)(=O)N(CC(=O)NCC2CCCO2)c2ccc(F)cc2)cc1 (stereo not given)	15	104	4	2.2	101	-4	-34	6	-10
Nc1ccc(C(O)(C(F)(F)F)C(F)(F)F)cc1	-19	105	-1	0.4	105	0	-2	-14	-5
CCOC(=O)N1CCN(S(=O)(=O)c2ccc3c(c2)OCC(=O)N3)CC1	11	91	-2	1.9	89	-1	-6	15	9
CCOc1ccc(S(=O)(=O)NCc2cccnc2)cc1C(C)C	55	98	-2	0.4	97	-3	-9	13	5
CCOc1ccc(OCC)c(S(=O)(=O)NCCCN2CCOCC2)c1	2	103	11	-1.2	106	-1	0	-4	6
O=S1(=O)NC(C2CC2c2ccccc2)CCO1 (stereo not given)	-24	113	3	1.6	109	-2	-2	-2	-11
O=C(C(=O)N1CCCc2ccccc21)c1cn(CC(=O)N2CCOCC2)c2ccccc12	-2	74	-11	0.3	85	-3	-21	12	-16
Cc1cccc(NC(=O)Cn2c(=O)n(Cc3ccccc3)c(=O)c3c(C)c(C)sc32)c1	-9	111	0	0.0	102	3	7	20	-10
Cc1oc(C)c2c(=O)ccc3c(c12)OC(N)=C(C#N)C3c1ccccc1Cl (stereo not given)	-2	86	-4	2.7	101	18	-14	10	-7
O=C(NCCc1ccccc1F)C1CCC(=O)N(Cc2ccccc2F)C1 (stereo not given)	-7	101	3	0.3	104	-6	-21	14	-7
CC(=O)Nc1ccc2c(c1)nc(C)n2-c1ccccc1	36	100	0	-0.5	101	-1	-6	-3	-3
O=C(CC(=O)NCc1cccnc1)NCc1cccnc1	-12	105	7	0.3	108	0	-2	16	-8
Cc1ccc(SCC(=O)NNC(=O)C2CCCCC2)cc1	42	101	1	-1.9	96	-5	-3	2	-6
Nc1nnc(-c2cccc(F)c2)s1	16	103	0	0.2	106	-8	-1	6	-2
CCCCCCCCCCCCCCCC[n+]1ccc(/C=N/O)cc1	24	150*	45	14	127	-5	18	50*	1
O=C(NCc1cccs1)C1CCCN1C(=O)Nc1ccc(F)cc1 (stereo not given)	25	108	3	-0.1	112	-6	-5	nt	-17
O=C(Oc1ccc2c3c(c(=O)oc2c1)CCC3)c1ccccc1[N+](=O)[O-]	9	106	27	-0.5	106	-4	-5	20	-10
O=C(Nc1cnccn1)c1ccc(Cl)cc1	18	104	0	-0.1	104	-1	-1	13	1
CCc1ccc(C(=O)COC(=O)c2cncc(Br)c2)cc1	48	102	1	-1.6	107	2	-5	-1	-2
COc1ccc2cc(C)c3nnc(SCC(=O)Nc4cc(OC)c(OC)cc4C(=O)O)n3c2c1	32	99	0	0.1	96	-3	-27	-9	2
COc1cc(NC(=S)NC(=O)c2c(OC)cccc2OC)ccc1NC(=O)c1cccs1	28	99	15	0.3	102	-3	-1	-7	-13
COc1cc(OC)c(OC)cc1CN1CCSCC1	45	104	6	nt	101	3	4	6	-2
COC(=O)c1c(C(=O)OC)c2cc(C)ccn2c1Cl	-6	104	14	-1.6	100	-1	-6	6	-20
CC(=O)N(c1ccc(C)cc1)S(=O)(=O)c1ccc(Cl)cc1	20	101	-2	-2.3	102	1	-5	17	11
Cc1cnc(C(=O)Oc2cccc(Cl)c2Cl)cn1	32	118	8	3.1	105	-3	0	10	-9
Cc1ccc(S(=O)(=O)Nc2nnc(C(C)(C)C)s2)cc1	-37	105	2	nt	103	17	-23	-1	-16
CSc1ccc(CNC(=O)c2ccc(NC(=O)C3=CSCCO3)cc2)cc1	69*	100	1	0.4	100	6	-24	7	1
Cc1c(C(=O)c2ccc([N+](=O)[O-])cc2)c(=O)n(C)c(=O)n1C	15	102	-7	0.8	102	-12	-1	5	-13
CCC1CCCCN1C(=S)NC1CCCCC1 (stereo not given)	5	103	0	-0.7	109	-8	-1	15	0
Cc1cc(C)n(-c2ccc(N3CCOCC3)nn2)n1	-1	115	19	0.6	115	-3	2	11	4
Cc1cc(C)c2c(c1)NC(=O)C2(O)CC(=O)c1cccs1 (stereo not given)	-22	109	6	0.8	106	-2	-4	-12	-5
Cc1ccsc1/C=N/Nc1nc2ccccc2s1	11	101	3	-2.3	105	13	-3	-9	-11
CCOC(=O)C1CCN(C(=O)CNC(=O)c2nn(-c3ccc(OC)c(OC)c3)c(=O)c3ccccc23)CC1	44	106	2	-1.8	100	1	-43	6	-12
CCCCC(=O)Nc1ccc(N2CCN(C(=O)c3ccco3)CC2)cc1	28	102	5	-0.3	99	4	-20	7	0
Cc1cc(NC(=O)c2nn(C)c(C)c2[N+](=O)[O-])no1	36	101	2	2.0	102	5	-3	-6	-9
CCCOc1ccc(/C(O)=C2/C(=O)C(=O)N(CCCOC)C2c2ccncc2)cc1 (stereo not given)	3	101	8	0.3	100	-9	-3	nt	5
